HIF act: HIF pathway transcriptional activation; U2OS HRE-luciferase reporter, luminescence; normalized: DMSO 0%, desferrioxamine 100%; activation, % at 7.5 µM (by protocol); 0.32% of 300,000 active; AID 1910;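 active = mean activation of at least 10% of the iron chelator positive control signal, with at least half of replicates also reaching 10%; inconclusive = mean and replicate majority disagree about reaching 10%; inactive = mean and most replicates under 10%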
HSF1 inh: HSF1 inhibition. NIH3T3-HGL HSE-luciferase, MG132-induced, luminescence 8 h; active compounds read low. activity change, negative = inhibition, % at 7.5 µM (by protocol). 0.77% of 300,000 active. AID 2098;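 active = more than half of replicate wells show activity change below -50%, luminescence cut by over half; inconclusive = some wells, but at most half, below -50%; inactive = no replicate well below -50%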;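 also: luciferase reports HSF-1 transcriptional activity via heat shock element; 0% = median of DMSO wells and -100% = zero luminescence signal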
aSyn UTR inh: MLPCN primary screen, SNCA 5' untranslated region | alpha-synuclein 5'UTR reporter, inhibitor activity | 0.82% of 300,000 active | inhibition, % (tested at 7.5 µM) | AID 1813; in the data active = inhibition above about 60%; inconclusive = no clear call, values can overlap the other calls;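 also: H4 neuroglioblastoma cells stably carrying SNCA 5'UTR luciferase fusion; 0% = DMSO wells and 100% = positive control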
KLF5 inh: suppresses KLF5 promoter-driven expression; DLD-1 KLF5 promoter-luciferase reporter, luminescence; inhibition, % at 5 µM; 0.23% of 290,000 active; AID 1700;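 active = inhibition above a per-plate limit of that plate's mean compound inhibition plus 3 SD, cut at about 60% in these data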;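 also: 0% = DMSO wells and 100% = LY294002 at 200 µM; higher means less KLF5 promoter-driven luciferase light; inactives centre near -14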
IEC-6 tox: IEC-6 cytotoxicity, counter-screen for KLF5 inhibitors. luminescence viability. inhibition, % at 5 µM. 0.78% of 290,000 active. AID 1825; in the data active = inhibition above about 22%;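 also: 0% = plate median of test compound wells and 100% = cytotoxic reference compound wells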
AI-2 QS modul: modulates the Vibrio harveyi AI-2 quorum sensing system | Vibrio harveyi JMH597 AI-2 luminescence/OD600 ratio, 9 h; active compounds read low; strain lacks LuxN and CqsS sensors; 0 = neutral-control median | activity change, % at 7.5 µM | 0.4% of 300,000 active | AID 2094; in the data active = activity change below about -75%, passing the limit was not always enough; inconclusive = no clear call, values can overlap the other calls;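 also: luminescence divided by OD600 gain over 9 h not by final OD600 alone; inactives centre near 13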
HSF1 activator: increases HSF-1 driven luciferase reporter signal | AID 504408 | activation, % at 9 µM | NIH3T3-HGL HSF-1 luciferase reporter, MG132, 8 h; 100% = twice DMSO control signal | 1.7% of 300,000 active;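 active = mean replicate activation of at least 50% with a set share of replicates each reaching 50%; inconclusive = only one of those two conditions met; inactive = mean below 50% and too few replicates reaching it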;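 also: 0% = median of the neutral control wells and 100% = twice that signal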
SKKanGAS inh: inhibitors of SKKanGAS S. pyogenes growth in kanamycin (SK-promoter or general growth effect); 1.3% of 300,000 active; inhibition, % at 7.5 µM; BacTiter-Glo, 6 h;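 active = mean replicate score, as percent of positive control median, at least 50; inconclusive = mean below 50 but one replicate at or above 50; inactive = mean and every replicate below 50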;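 also: strain carries kanamycin resistance gene driven by streptokinase promoter and grows in 40 µg/ml kanamycin; loss of luminescence reflects streptokinase promoter inhibition or plain growth inhibition; 0% = median of DMSO wells and 100% = positive control at its reference dose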
Platelet DG rel: platelet dense granule release activity. human platelet-rich plasma, SFLLRN dense granule ATP release, luminescence. inhibition, %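 (compounds screened at 7.5 µM in platelet-rich plasma)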. 0.22% of 300,000 active. AID 1663;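 active = mean replicate score, as percent of positive control, at or above 50; inconclusive = mean below 50 but at least one replicate at or above 50; inactive = mean and every replicate below 50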
HSP90 refold inh: inhibitors of HSP90 luciferase refolding in rabbit reticulocyte lysate; inhibition, % at 5.6 µM; luciferase refolding luminescence, 3 h; AID 1789; 0.91% of 290,000 active;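 active = inhibition above the screen-wide mean plus 3 SD, computed separately per campaign, cut at about 16% in these data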;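 also: 0% = DMSO wells and 100% = 60 µM geldanamycin wells; inhibitors lower the luminescence because luciferase stays unfolded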
Active calls of the source: *.

What do the screens show for `CCCN=CC1=C(O)CC(c2ccccc2)CC1=O` (configuration not stated)?
HIF act: -0.7; HSF1 inh: 3; aSyn UTR inh: -15; KLF5 inh: -10; IEC-6 tox: 4; AI-2 QS modul: -12; HSF1 activator: 5; SKKanGAS inh: 2; Platelet DG rel: -3; HSP90 refold inh: -2

What do the screens show for `CC(C)c1c(C(=O)N/N=C/c2cccnc2)nnn1-c1nonc1N`?
HIF act: -0.4; HSF1 inh: 3; aSyn UTR inh: -4; KLF5 inh: 21; IEC-6 tox: 4; AI-2 QS modul: 15; HSF1 activator: 2; SKKanGAS inh: -2; Platelet DG rel: 8; HSP90 refold inh: 0

How did CC(=O)NC(=S)Nc1ccc2oc(-c3cc(F)c(F)cc3Cl)nc2c1 do in these assays?
HIF act: 1.4; HSF1 inh: 0; aSyn UTR inh: -111; KLF5 inh: -14; IEC-6 tox: 0; AI-2 QS modul: 10; HSF1 activator: -24; SKKanGAS inh: -6; Platelet DG rel: 1; HSP90 refold inh: -1

How did CC(C)n1c(SCc2cc(=O)[nH]c3ccccc23)nc2c1c(=O)n(C)c(=O)n2C do in these assays?
HIF act: 0.1; HSF1 inh: -4; aSyn UTR inh: 29; AI-2 QS modul: 4; HSF1 activator: 11; SKKanGAS inh: -1; Platelet DG rel: 1

What do the screens show for `CC(NCC1(N2CCOCC2)CCCCC1)C(=O)N1CCc2ccccc21` (configuration not stated)?
HIF act: -0.6; HSF1 inh: -4; aSyn UTR inh: -3; KLF5 inh: -3; IEC-6 tox: 3; AI-2 QS modul: 14; HSF1 activator: -3; SKKanGAS inh: -1; Platelet DG rel: -5; HSP90 refold inh: 2

How did Cc1ccc(S(=O)(=O)NNC2=NS(=O)(=O)c3ccccc32)c(C)c1 do in these assays?
HIF act: 0.0; HSF1 inh: -1; aSyn UTR inh: -18; KLF5 inh: 5; IEC-6 tox: -1; AI-2 QS modul: 6; HSF1 activator: -11; SKKanGAS inh: 7; Platelet DG rel: -2; HSP90 refold inh: 3

How did COc1ccc(NC(=O)CN(C)S(=O)(=O)c2cccs2)cc1 do in these assays?
HIF act: 0.9; HSF1 inh: 6; aSyn UTR inh: -43; KLF5 inh: -25; IEC-6 tox: 1; AI-2 QS modul: 30; HSF1 activator: 31; SKKanGAS inh: -14; Platelet DG rel: -24; HSP90 refold inh: -3

Results for CN(Cc1ccccc1)C(=O)CN1C(=O)c2ccccc2C1=O ?
HIF act: 0.0; HSF1 inh: 4; aSyn UTR inh: -1; KLF5 inh: -27; IEC-6 tox: 0; AI-2 QS modul: 11; HSF1 activator: -13; SKKanGAS inh: 2; Platelet DG rel: 15; HSP90 refold inh: -3

Results for COc1cccc(/C=C2\Sc3ccc(C(=O)NCc4cccnc4)cc3N(C)C2=O)c1 ?
HIF act: -0.8; HSF1 inh: 5; aSyn UTR inh: -4; KLF5 inh: -9; IEC-6 tox: -1; AI-2 QS modul: 4; HSF1 activator: 0; SKKanGAS inh: 38; Platelet DG rel: 1; HSP90 refold inh: -1

How did CCOc1ncccc1C(=O)OCC(=O)N(CC)c1ccccc1 do in these assays?
HIF act: -0.5; HSF1 inh: 0; aSyn UTR inh: 8; KLF5 inh: -5; IEC-6 tox: 3; AI-2 QS modul: 8; HSF1 activator: 9; SKKanGAS inh: -2; Platelet DG rel: -1; HSP90 refold inh: 0

What do the screens show for `O=[N+]([O-])c1cc(S(=O)(=O)C(F)(F)F)ccc1N1CCN(c2ccccc2)CC1`?
HIF act: 0.0; HSF1 inh: 0; aSyn UTR inh: 9; KLF5 inh: -8; IEC-6 tox: -5; AI-2 QS modul: 20; HSF1 activator: -13; SKKanGAS inh: 10; Platelet DG rel: 2; HSP90 refold inh: 1

How did CC(/C=N/NC(=O)c1cccs1)=C\c1ccccc1 do in these assays?
HIF act: 2.0; HSF1 inh: 28; aSyn UTR inh: -99; KLF5 inh: -106; IEC-6 tox: 8; AI-2 QS modul: 29; HSF1 activator: 43; SKKanGAS inh: 10; Platelet DG rel: 3; HSP90 refold inh: 1

What do the screens show for `CCOC(=O)C1CCCN(C(=O)COC(=O)c2ccc(C#N)cc2)C1` (configuration not stated)?
HIF act: 0.6; HSF1 inh: -6; aSyn UTR inh: -24; KLF5 inh: -3; IEC-6 tox: -2; AI-2 QS modul: 23; HSF1 activator: 2; SKKanGAS inh: -1; Platelet DG rel: 1; HSP90 refold inh: 3

Results for CCOC(=O)C(CCCCOc1cccc(CC)c1)C(=O)OCC ?
HIF act: -0.6; HSF1 inh: 2; aSyn UTR inh: 23; KLF5 inh: 8; IEC-6 tox: -4; AI-2 QS modul: 25; HSF1 activator: 6; SKKanGAS inh: -5; Platelet DG rel: 7; HSP90 refold inh: -3

How did CCOc1ccccc1NC(=O)c1ccc2c(c1)C(=O)N(C(C)(C)C)C2=O do in these assays?
HIF act: -2.8; HSF1 inh: -3; aSyn UTR inh: -18; KLF5 inh: -49; IEC-6 tox: -4; AI-2 QS modul: 8; HSF1 activator: 3; SKKanGAS inh: -10; Platelet DG rel: 7; HSP90 refold inh: -1

How did COc1ccc(C(CNC(=O)c2cc3ccccc3cc2OC)N2CCCC2)cc1 (configuration not stated) do in these assays?
HIF act: 2.2; HSF1 inh: -3; aSyn UTR inh: -47; KLF5 inh: -13; IEC-6 tox: 7; AI-2 QS modul: 23; HSF1 activator: 13; SKKanGAS inh: -8; Platelet DG rel: -3; HSP90 refold inh: 2

Results for CCOC(=O)COn1c(=O)c(-c2ccc(Cl)cc2)[n+]([O-])c2ccccc21 ?
HIF act: 2.8; HSF1 inh: 1; aSyn UTR inh: -49; KLF5 inh: -74; IEC-6 tox: 2; AI-2 QS modul: 16; HSF1 activator: -10; SKKanGAS inh: 2; Platelet DG rel: -7; HSP90 refold inh: -3

Results for CCN1CCN(CCn2c(=S)[nH]c3ccccc3c2=O)CC1 ?
HIF act: -2.5; HSF1 inh: -9; aSyn UTR inh: 11; KLF5 inh: -9; IEC-6 tox: -1; AI-2 QS modul: 15; HSF1 activator: 0; SKKanGAS inh: 0; Platelet DG rel: -1; HSP90 refold inh: 0

How did COc1ccccc1C(=O)Oc1cc(C)[nH]c(=O)c1[N+](=O)[O-] do in these assays?
HIF act: 0.1; HSF1 inh: -5; aSyn UTR inh: -4; KLF5 inh: -18; IEC-6 tox: -2; AI-2 QS modul: 17; HSF1 activator: 17; SKKanGAS inh: 2; Platelet DG rel: -6; HSP90 refold inh: 4

Results for O=C(CSc1nnc(CCCN2C(=O)c3cccc4cccc(c34)C2=O)n1-c1ccccc1)NCCCO ?
HIF act: -2.1; HSF1 inh: -3; aSyn UTR inh: 2; KLF5 inh: -10; IEC-6 tox: -8; AI-2 QS modul: -1; HSF1 activator: -3; SKKanGAS inh: -1; Platelet DG rel: -5; HSP90 refold inh: 1

How did O=C(Cn1nnc2ccccc2c1=O)N[C@@H](Cc1c[nH]c2ccccc12)C(=O)O do in these assays?
HIF act: -0.3; HSF1 inh: 12; aSyn UTR inh: -26; KLF5 inh: 5; IEC-6 tox: 3; AI-2 QS modul: 29; HSF1 activator: -4; SKKanGAS inh: 9; Platelet DG rel: 1; HSP90 refold inh: -9

What do the screens show for `Cc1c(C)n(CCN(C)C)c2ncnc(NCc3ccccc3)c12`?
HIF act: -2.6; HSF1 inh: 7; aSyn UTR inh: 25; KLF5 inh: -22; IEC-6 tox: -1; AI-2 QS modul: 19; HSF1 activator: 38; SKKanGAS inh: -2; Platelet DG rel: -6; HSP90 refold inh: 0

What do the screens show for `O=C1CC(c2ccccc2)CC(O)=C1C=Nc1ccccc1` (configuration not stated)?
HIF act: 1.0; HSF1 inh: 68; aSyn UTR inh: -7; KLF5 inh: 5; IEC-6 tox: -19; AI-2 QS modul: -5; HSF1 activator: 119*; SKKanGAS inh: -7; Platelet DG rel: 4; HSP90 refold inh: -4

What do the screens show for `CC1=C(C(=O)Nc2ccccc2)C2(CCCCC2)C(C(N)=O)C(=S)N1` (configuration not stated)?
HIF act: -0.2; HSF1 inh: -7; aSyn UTR inh: -4; KLF5 inh: 14; IEC-6 tox: 5; AI-2 QS modul: -5; HSF1 activator: -1; SKKanGAS inh: 8; Platelet DG rel: 0; HSP90 refold inh: -7

How did O=C(/C=C/Nc1ccc(Br)cc1F)c1ccco1 do in these assays?
HIF act: -5.3; HSF1 inh: 4; aSyn UTR inh: inconclusive; KLF5 inh: -126; IEC-6 tox: -3; AI-2 QS modul: 8; HSF1 activator: 21; SKKanGAS inh: 5; Platelet DG rel: 65*; HSP90 refold inh: 10

What do the screens show for `CCOc1cc(C(=O)N=c2sccn2C)ccc1OC(F)F`?
HIF act: 0.7; HSF1 inh: 6; aSyn UTR inh: -38; KLF5 inh: -39; IEC-6 tox: 12; AI-2 QS modul: 12; HSF1 activator: 9; SKKanGAS inh: -7; Platelet DG rel: 2; HSP90 refold inh: 4

What do the screens show for `CCOC(=O)c1[nH]c2cc3c(cc2c1CCCN1C(=O)c2ccccc2C1=O)OCCO3`?
HIF act: 0.4; HSF1 inh: -1; aSyn UTR inh: 33; KLF5 inh: 3; IEC-6 tox: -4; AI-2 QS modul: 34; HSF1 activator: -18; SKKanGAS inh: 0; Platelet DG rel: -1; HSP90 refold inh: -1

How did CCOc1ccc(CCNC(=O)C2CC(C)=CCC2C(=O)O)cc1OCC (configuration not stated) do in these assays?
HIF act: 0.1; HSF1 inh: 0; aSyn UTR inh: -6; KLF5 inh: 14; IEC-6 tox: 1; AI-2 QS modul: 2; HSF1 activator: -23; SKKanGAS inh: 0; Platelet DG rel: 7; HSP90 refold inh: 1

Reprinted at random: 3 entries already listed.
How did O=C(/C=C/Nc1ccc(Br)cc1F)c1ccco1 do in these assays?
HIF act: -5.3; HSF1 inh: 4; aSyn UTR inh: inconclusive; KLF5 inh: -126; IEC-6 tox: -3; AI-2 QS modul: 8; HSF1 activator: 21; SKKanGAS inh: 5; Platelet DG rel: 65*; HSP90 refold inh: 10

What do the screens show for `CCOc1cc(C(=O)N=c2sccn2C)ccc1OC(F)F`?
HIF act: 0.7; HSF1 inh: 6; aSyn UTR inh: -38; KLF5 inh: -39; IEC-6 tox: 12; AI-2 QS modul: 12; HSF1 activator: 9; SKKanGAS inh: -7; Platelet DG rel: 2; HSP90 refold inh: 4

What do the screens show for `CCOC(=O)c1[nH]c2cc3c(cc2c1CCCN1C(=O)c2ccccc2C1=O)OCCO3`?
HIF act: 0.4; HSF1 inh: -1; aSyn UTR inh: 33; KLF5 inh: 3; IEC-6 tox: -4; AI-2 QS modul: 34; HSF1 activator: -18; SKKanGAS inh: 0; Platelet DG rel: -1; HSP90 refold inh: -1

High-throughput results as filed in PubChem.
